Screens from PubChem BioAssay.
ASAP1 inh = inhibitors of human ASAP1 ArfGAP activity, primary screen, biochemical, fluorescence polarization; AID 624377, 2012; ASAP1-stimulated ARF1 GTP hydrolysis, GDP FP detection; inhibition, % at 16.5 µM; 360,000 compounds, 0.19% hits; in the data active = inhibition above about 25%;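 note: 0% = vehicle with enzyme and substrate and 100% = no enzyme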
NR1D1 modulator = modulators of Rev-erb alpha DNA binding, primary screen, biochemical, FITC-DNA, fluorescence polarization, uHTS. Nuclear receptor subfamily 1 group D member 1 (Homo sapiens), P20393. Rev-erbα–FITC-DNA binding, 90 min. activity, % at 10 µM. 370,000 compounds, 0.79% hits;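 active = activity above about 14%, limit read from the data; passing the limit was not always enough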;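 note: 0% = DMSO wells with 35 nM protein and 100% = DMSO wells with 750 nM protein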
PLCb3 inh = human PLC-beta3 inhibitors, primary screen, biochemical, fluorescence. 1-phosphatidylinositol 4,5-bisphosphate phosphodiesterase beta-3 (Homo sapiens), Q01970. Purified PLC-beta3, fluorogenic substrate. inhibition, % at 12.2 µM. 370,000 compounds, 0.18% hits; in the data active = inhibition above about 11%;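 note: 0% = median of compound wells on plate and 100% = full blocker control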
sPLA2-III inh = human group III sPLA2 inhibitors, primary screen, biochemical, QFRET, BODIPY PC-A2 liposome substrate. 370,000 compounds, 0.56% hits. QFRET BODIPY PC-A2 liposome hydrolysis, fluorescence. AID 743126, 2013. inhibition, % at 12.2 µM;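 active = inhibition above mean plus 3 SD of compounds lying within the high and low control bounds, cut at about 19% in these data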;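 note: 0% = median of test compound wells and 100% = no enzyme DMSO wells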
Target sequence (Q9NZ20 whole entry, looked up): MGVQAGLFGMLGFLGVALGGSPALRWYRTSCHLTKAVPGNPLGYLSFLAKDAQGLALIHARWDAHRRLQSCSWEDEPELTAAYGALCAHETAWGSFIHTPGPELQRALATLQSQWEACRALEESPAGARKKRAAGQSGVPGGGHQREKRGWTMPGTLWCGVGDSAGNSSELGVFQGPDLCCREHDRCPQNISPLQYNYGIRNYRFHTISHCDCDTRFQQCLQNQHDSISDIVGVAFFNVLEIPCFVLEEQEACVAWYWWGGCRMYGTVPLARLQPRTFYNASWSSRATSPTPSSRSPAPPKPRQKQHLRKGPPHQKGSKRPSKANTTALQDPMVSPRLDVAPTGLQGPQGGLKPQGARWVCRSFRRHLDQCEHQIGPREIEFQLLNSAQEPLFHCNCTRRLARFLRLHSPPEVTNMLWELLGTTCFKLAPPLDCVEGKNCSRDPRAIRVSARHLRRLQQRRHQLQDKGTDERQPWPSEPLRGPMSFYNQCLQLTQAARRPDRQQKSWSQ
ARFGAP1 inh = inhibitors of rat ARFGAP1 GAP activity, primary screen, biochemical, fluorescence polarization, GDP tracer; ADP-ribosylation factor GTPase-activating protein 1 (Rattus norvegicus), Q62848; Arfgap1-stimulated ARF1 GTP hydrolysis, GDP FP detection; inhibition, % at 16.5 µM; 360,000 compounds, 0.26% hits; AID 651572, 2012;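 active = inhibition above a per-plate limit, mean inhibition of low control wells plus 3 SD, cut at about 25% in these data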;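 note: 0% = DMSO wells with enzyme and 100% = wells lacking Arfgap1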
Target sequence (Q62848 1-136 limits assumed): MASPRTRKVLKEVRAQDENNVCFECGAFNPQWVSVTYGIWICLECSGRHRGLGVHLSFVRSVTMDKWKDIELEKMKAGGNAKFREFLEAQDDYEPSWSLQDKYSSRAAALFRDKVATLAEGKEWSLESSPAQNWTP
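Material: rat Arfgap1 catalytic domain, aa 1-136; also added: human ARF1(Δ1-17)-GTP substrate; compound dosing: one concentration, 16.5 µM, DMSO 1.26%; incubation: GTP hydrolysis reaction 2 h at 25 °C; measured by: Tracer-displacement fluorescence polarization with EDTA stop, 620/688 nm; evaluation: % inhibition from polarization; repeats: one replicate per compound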
PLC-gamma1 inh = PLC-gamma1 enzyme inhibitors, primary screen, biochemical, fluorescence, purified enzyme. 1-phosphatidylinositol 4,5-bisphosphate phosphodiesterase gamma-1 (Homo sapiens), P19174. fluorogenic substrate. inhibition, % at 12.2 µM. 370,000 compounds, 0.84% hits. AID 720700, 2013; in the data active = inhibition above about 9.5%
DDE Tn6 FP inh = inhibitors of Tn6 peptide binding to fibrin DD(E), primary screen, biochemical, fluorescence polarization, human fibrin, Tn6 probe | AID 720509, 2013 | Fibrin DD(E) TRITC-Tn6 fluorescence polarization displacement | 370,000 compounds, 0.21% hits | inhibition, % at 8.3 µM;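 active = inhibition above a per-campaign cutoff: mean of compounds within control limits plus 3 SD, cut at about 15% in these data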;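 note: 0% = median of all compound wells on the plate and 100% = blocking peptide control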
UHRF1 MBD2 ctr = UHRF1 methylated DNA binding inhibitors, primary screen, counter-screen for MBD2 inhibitor project, biochemical, TR-FRET, human UHRF1, single concentration. E3 ubiquitin-protein ligase UHRF1 (Homo sapiens), Q96T88. UHRF1 binding to methylated oligo. inhibition, % at 4.4 µM. 370,000 compounds, 0.75% hits. AID 687016, 2013; in the data active = inhibition above about 21%;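 note: UHRF1 SRA domain binding a hemimethylated CpG hairpin DNA probe; 0% = median of test compound wells and 100% = reference inhibitor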
Tn7 DDE FP = inhibitors of Tn7 peptide binding to fibrin DD(E), primary screen, biochemical, fluorescence polarization, human fibrin, Tn7 probe; Fibrinogen beta chain (Homo sapiens), P02675; FP displacement of FITC-Tn7 peptide from fibrin DD(E); 0% = median of compound wells per plate; inhibition, % at 8.3 µM; 370,000 compounds, 0.13% hits; AID 720508, 2013;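 active = inhibition above the mean of compounds falling within the control limits plus 3 SD of them, cut at about 14% in these data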;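 note: 0% = plate median of compound wells and 100% = 10 µM Aha-Tn7 peptide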
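Test system – human fibrin DD(E) · Times – 10 min preincubation, 3 h with tracer, room temperature · Detection – fluorescence polarization of the labelled Tn7 tracer · Measure – percent inhibition normalized to high-control wells · Benchmarks – high control wells with 10 µM unlabelled Aha-Tn7 peptide (full inhibition) · Repeats – singlicate testing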
KLK7 zymogen act = proKLK7 zymogen activators, primary screen, biochemical, fluorescence intensity. 370,000 compounds, 0.9% hits. purified proKLK7, EDANS-DABCYL substrate fluorescence; 100% is mature enzyme control, 0% vehicle. Kallikrein-7 (Homo sapiens), P49862. activation, % at 7 µM. AID 652039, 2013;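 active = activation above the mean of all tested compounds plus 3 SD, computed per campaign excluding outliers beyond control limits, cut at about 13% in these data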
Target sequence (P49862 whole entry, looked up): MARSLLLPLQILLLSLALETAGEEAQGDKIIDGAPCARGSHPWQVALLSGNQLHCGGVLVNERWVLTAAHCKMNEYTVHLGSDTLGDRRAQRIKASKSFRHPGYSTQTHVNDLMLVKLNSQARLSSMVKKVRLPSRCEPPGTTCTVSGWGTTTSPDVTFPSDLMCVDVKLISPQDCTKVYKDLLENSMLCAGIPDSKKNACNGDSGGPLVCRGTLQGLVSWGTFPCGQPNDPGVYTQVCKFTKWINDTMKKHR
An asterisk follows results filed as active; i = inactive.

#	SMILES	ASAP1 inh	NR1D1 modulator	PLCb3 inh	sPLA2-III inh	ARFGAP1 inh
1	Cc1cccc(NS(=O)(=O)c2ccc(C(=O)NCC(c3ccco3)N(C)C)cc2)c1C (stereo not drawn)	1	7	-7	-9	8
2	COc1cc2c(cc1OC)C(C)N(C(C)=O)CC2 (stereo not drawn)	-4	-1	-3	8	11
3	O=C(CCCN1C(=O)c2ccccc2C1=O)N1CCCCC1	-5	5	0	8	-3
4	Nc1cc(C(=O)N2CCN(c3ccccc3Cl)CC2)ccc1N1CC2CC(C1)c1cccc(=O)n1C2 (stereo not drawn)	-8	3	5	5	-6
5	CCCC(=O)Nc1cc(C(=O)O)ccc1Sc1ccccc1	4	-1	-5	3	3
6	O=C1NC(=O)/C(=C\c2ccc(Oc3ccc([N+](=O)[O-])cn3)cc2)S1	0	-2	5	-7	-9
7	Cc1ccc(CNC(=O)c2ccccc2NS(=O)(=O)c2ccc(Cl)nc2)cc1	-17	5	-36	-20	7
8	O=C(O)/C=C/C(=O)Nc1ccc2c(c1)C(=O)c1ccccc1C2=O	6	0	-29	18	1
9	COC(=O)C1CCN(S(=O)(=O)c2cc3c4c(c2)CCN4C(=O)CC3)CC1	10	1	-11	7	7
10	O=C(CCC(=O)c1ccc(Cl)cc1)NCc1ccccc1	-3	0	-4	4	-12
11	COC(=O)[C@]12CCCCC=C1N(Cc1ccco1)C(=O)[C@H](CC(=O)NCCCCc1ccccc1)C2	-15	-10	0	-18	-12
12	Cc1cc(C(=O)COc2ccc(Br)cc2F)c(C)n1C1CC1	2	-13	-2	15	6
13	CC(C)Nc1ccc(Nc2ccnc3cc4ccccc4cc23)cc1	6	-11	0	0	17
14	O=C(Nc1ccc([N+](=O)[O-])cc1)c1cccc([N+](=O)[O-])c1	-1	2	2	-3	-2
15	COC(=O)c1sc(NC(=O)OCc2ccccc2)nc1CCNC(=O)OC(C)(C)C	-13	9	1	-4	-10

#	PLC-gamma1 inh	DDE Tn6 FP inh	UHRF1 MBD2 ctr	Tn7 DDE FP	KLK7 zymogen act
1	2	3	-1	3	0.0
2	-2	-9	2	3	-1.5
3	4	-2	3	-6	0.9
4	3	3	0	0	0.2
5	-1	3	-2	7	0.5
6	0	-14	16	-5	-0.5
7	-15	7	3	4	0.1
8	-14	-2	-11	1	0.2
9	3	3	3	5	0.7
10	0	3	-2	4	0.3
11	-1	-6	0	-4	0.9
12	1	4	-1	2	-0.2
13	-5	-2	10	3	2.0
14	-2	3	12	0	0.5
15	-2	-2	-1	4	-0.2

(further entries)
#	SMILES	ASAP1 inh	NR1D1 modulator	PLCb3 inh	sPLA2-III inh	ARFGAP1 inh
16	Cc1ccc(CNCC(=O)Nc2ccc(C)cc2Br)cc1	1	3	-1	-6	10
17	CCN(CC(=O)Nc1ccccc1OC)CC(=O)Nc1sccc1C#N	-2	0	-7	-9	-4
18	Cc1ccc(C(=O)/C=C/Nc2cccc(O)c2)cc1	0	2	-81	-23	10
19	NC(=O)c1ncn([C@@H]2O[C@H](CNS(=O)(=O)c3cc4ccccc4s3)[C@@H](O)[C@H]2O)n1	3	-8	2	17	-3
20	O=C(Nc1ccc2ccccc2c1)C(c1ccccc1)n1c(=O)c(-c2cc3ccccc3[nH]2)nc2ccccc21 (stereo not drawn)	12	-7	i	5	10
21	COc1ccc(S(=O)(=O)N(C)C)cc1NC(=O)CN1CCN(C(=O)C2CC2)CC1	11	-2	-3	-4	2
22	CC(C)Nc1nc(NC(N)=S)nc(NC(C)(C)C)n1	-3	-1	2	12	-5
23	COc1ccc(N2C(=O)CC(C)(C)CC2=O)cc1OC	7	5	-1	4	-8
24	O=C(CN1C(=O)CCC1=O)NNc1ccc2ccccc2c1	-4	-3	-53	-15	-1
25	COc1cccc(NC(=O)CN(C)C(=O)COc2cc(C)ccc2Cl)c1	9	-1	-3	-8	7
26	CC1CC(C)CN(C(=O)/C=C/c2ccc([N+](=O)[O-])s2)C1 (stereo not drawn)	-8	3	-14	-1	5
27	CCCc1cc(CCC)n2nc(N)nc2n1	6	-1	-1	0	-24
28	C[C@@H](NC(=O)c1nc[nH]c1C(=O)N1CCc2ccccc2C1)c1ccccc1	2	2	-1	1	3
29	CC1(C(=O)Nc2ccc(Cl)c(Cl)c2)CCN1CCc1ccccc1 (stereo not drawn)	-2	6	0	-5	0
30	Cc1ccc([C@@H]2CC=C(C(=O)O)[C@H](c3cccc(Cl)c3)N2S(=O)(=O)c2ccccc2C)cc1	-7	-7	0	-38	-5

#	PLC-gamma1 inh	DDE Tn6 FP inh	UHRF1 MBD2 ctr	Tn7 DDE FP	KLK7 zymogen act
16	1	-8	-1	-2	-0.2
17	-4	6	0	2	-0.6
18	-69	2	-6	1	1.1
19	2	-8	6	3	-1.1
20	-445	-5	-1	-7	-20
21	-4	2	-3	-4	-0.6
22	5	2	8	10	0.0
23	2	-3	0	-5	-0.6
24	-35	-7	0	-2	-1.2
25	0	-5	0	1	0.6
26	-5	4	-3	4	-0.2
27	-2	-1	-1	5	-0.1
28	5	-10	6	-6	0.5
29	0	6	1	3	-0.1
30	4	-2	-1	2	0.6

Just sPLA2-III inh, for two of the compounds above:
no.	structure	sPLA2-III inh
18	Cc1ccc(C(=O)/C=C/Nc2cccc(O)c2)cc1	-23
19	NC(=O)c1ncn([C@@H]2O[C@H](CNS(=O)(=O)c3cc4ccccc4s3)[C@@H](O)[C@H]2O)n1	17

Returning to the listing, repeating the 4 entries before the break.
#	SMILES	ASAP1 inh	NR1D1 modulator	PLCb3 inh	sPLA2-III inh	ARFGAP1 inh
27	CCCc1cc(CCC)n2nc(N)nc2n1	6	-1	-1	0	-24
28	C[C@@H](NC(=O)c1nc[nH]c1C(=O)N1CCc2ccccc2C1)c1ccccc1	2	2	-1	1	3
29	CC1(C(=O)Nc2ccc(Cl)c(Cl)c2)CCN1CCc1ccccc1 (stereo not drawn)	-2	6	0	-5	0
30	Cc1ccc([C@@H]2CC=C(C(=O)O)[C@H](c3cccc(Cl)c3)N2S(=O)(=O)c2ccccc2C)cc1	-7	-7	0	-38	-5
31	COc1ccc(NC(=O)C(=O)Nc2cccc3cccnc23)c(OC)c1	-14	-7	3	4	-14
32	COc1ccc(C(=O)N2CCCc3ccccc32)cc1Br	8	-2	-5	-2	6
33	COc1ccccc1Nc1nc(N)nc(CSC(=S)N2CC(C)CC(C)C2)n1 (stereo not drawn)	6	-3	3	-12	5
34	CC(C)COc1ccc(-c2cc(C(=O)NN)[nH]n2)cc1	1	7	2	5	-10
35	Cc1ccc(NC(=O)/C(Cl)=C/c2ccccc2)cc1C	-12	-2	1	-8	5
36	Cn1c(CCNC(=O)c2ccco2)nc2cc(NS(=O)(=O)c3ccc(Cl)cc3)ccc21	2	-4	-7	-8	2
37	O=C1C(Cl)=C(NCCCO)C(=O)c2ccccc21	1	6	2	11	-11
38	Cc1cc(C(=O)NNC(C)Cc2ccccc2)no1 (stereo not drawn)	-6	6	-6	-2	17
39	CSc1nc(-c2ccco2)cc(-c2ccccc2)c1C#N	-2	9	1	1	20
40	CC(C)C[C@@H]1O[C@H](CCc2ccccc2)Cc2[nH][nH]c(=O)c21	9	1	-4	-13	-14
41	O=c1[nH]c(=O)n([C@H]2C[C@H](O)[C@@H](CO)O2)cc1Br	-5	-7	3	2	0
42	COc1cc(C(=O)OC(C)c2ccc(F)cc2)ccc1OCC(=O)N1CCOCC1 (stereo not drawn)	0	-7	-3	-7	3
43	CC(=O)Nc1cc(-c2ccoc2)cn2c(-c3ccccc3)cnc12	7	-7	-109	-5	-10
44	COc1ccc(N(CC(=O)NCC2CCCO2)C(=O)CCC(=O)Nc2cc(C)on2)cc1OC (stereo not drawn)	1	-3	-3	-3	-8
45	CCCCNC(=O)CS(=O)Cc1nc(-c2cccs2)oc1C (stereo not drawn)	-15	1	-1	-3	1
46	CN(C)CCCN(C(=O)CCc1ccccc1)c1nc2ccc(F)cc2s1	-1	6	-4	5	17
47	Cc1cccc(C)c1OCCCCc1c(C)n[nH]c1C	-14	2	0	-5	-11
48	Nc1nc(-c2ccco2)nn1C(=O)c1ccc([N+](=O)[O-])cc1	4	0	2	1	-1

#	PLC-gamma1 inh	DDE Tn6 FP inh	UHRF1 MBD2 ctr	Tn7 DDE FP	KLK7 zymogen act
27	-2	-1	-1	5	-0.1
28	5	-10	6	-6	0.5
29	0	6	1	3	-0.1
30	4	-2	-1	2	0.6
31	0	-3	-3	3	-0.4
32	-1	-3	-1	2	0.8
33	5	-3	2	-7	0.3
34	-2	-10	8	-3	-0.1
35	1	-3	-5	2	-0.5
36	2	-4	3	-3	0.4
37	0	4	-19	3	-0.4
38	-3	-3	1	4	-0.1
39	0	-8	-1	-2	0.2
40	0	-3	-4	1	0.7
41	2	5	-1	2	0.4
42	3	2	-1	-5	0.4
43	-71	-4	-4	1	-1.2
44	-1	-7	0	-2	0.3
45	-2	-2	-2	-6	-0.3
46	0	-1	12	-9	-0.1
47	1	1	-2	1	-0.3
48	-4	5	-1	-5	0.5
